Source: PubChem BioAssay
ssDAF-12 act: activates DAF-12 receptor from parasite S. stercoralis. HEK293 ssDAF-12/GRIP1 lit1-tk-luc reporter, luminescence; % of 3 µM dafachronic acid response. actives 1% (n = 370,000). AID 652126. activation, % at 6.8 µM;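 active = activation above the mean over all tested compounds plus 3 SD, cut at about 0.9% in these data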;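 also: 0% = DMSO-only wells and 100% = 3 µM delta7-dafachronic acid wells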
DAX1 inh-1: NR0B1 (DAX1) inhibition; HEK293 Gal4-DAX1 luciferase reporter, luminescence; AID 504766; P51843; inhibition, % at 6.75 µM; actives 0.99% (n = 340,000);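 active = inhibition above the mean over all tested compounds plus 3 SD, cut at about 4.2% in these data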;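 also: 0% = DAX1-transfected cells with DMSO and 100% = empty-vector control cells with DMSO; inhibition shows as a rise in luminescence from relieved DAX1 repression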
Target sequence (P51843 207-470 limits assumed): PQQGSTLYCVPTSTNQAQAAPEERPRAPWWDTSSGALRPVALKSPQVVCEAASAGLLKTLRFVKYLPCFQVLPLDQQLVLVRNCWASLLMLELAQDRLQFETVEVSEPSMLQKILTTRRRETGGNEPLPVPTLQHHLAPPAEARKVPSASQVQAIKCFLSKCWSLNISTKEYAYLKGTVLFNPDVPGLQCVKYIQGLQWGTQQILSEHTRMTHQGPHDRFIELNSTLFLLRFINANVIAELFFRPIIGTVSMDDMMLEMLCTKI
hgDAF-12 ag: hgDAF-12 agonism, primary luciferase screen; HEK293 GAL4-hgDAF12 UAS-luciferase reporter, agonist luminescence; normalized to butyrate control; activation, % at 6.8 µM; actives 1.8% (n = 370,000);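 active = activation above a cutoff set at the mean of all screened compounds plus 3 SD, cut at about 10% in these data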;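 also: 0% = DMSO wells and 100% = sodium butyrate wells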
MBD2 inh: MBD2-methylated oligo binding inhibition | Q9UBB5 | TR-FRET, MBD2 binding to methylated oligonucleotide | inhibition, % at 4.4 µM | actives 0.31% (n = 370,000); in the data active = inhibition above about 13%
DAX1 inh-2: DAX1 (NR0B1) inhibition, primary screen; actives 1.1% (n = 370,000); HEK293T StAR-luciferase reporter, SF-1/DAX-1 repression relief; AID 652010; inhibition, % at 6.8 µM;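 active = inhibition above the mean over all tested compounds plus 3 SD, cut at about 3.6% in these data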;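 also: 0% = DAX-1 cells with DMSO and 100% = cells lacking DAX-1 with DMSO; higher inhibition means more luminescence from relief of DAX-1 repression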
SMARCA2 act: SMARCA2 function activation, primary screen; MG213 cells, MMTV-luciferase reporter, dexamethasone, overnight; activation, % at 9.1 µM; actives 1% (n = 370,000); AID 652017; in the data active = activation above about 7.8%;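 also: 0% = vehicle wells and 100% = reference activator wells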
hcDAF12 agonist: activators of H. contortus DAF-12 nuclear receptor. HEK293 hcDAF-12 lit1-tk-luc reporter, luminescence; 0% DMSO, 100% Δ7-dafachronic acid. activation, % at 6.8 µM. actives 1.4% (n = 370,000);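 active = activation above the mean of all tested compounds plus 3 SD, cut at about 5.5% in these data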;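 also: 100% = response to 3 µM Δ7-dafachronic acid high control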
PLCb3 inh: PLC-beta3 (human) inhibition, primary screen; Q01970; Purified PLC-beta3, fluorogenic substrate, fluorescence; inhibition, % at 12.2 µM; actives 0.18% (n = 370,000); in the data active = inhibition above about 11%;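 also: 0% = median of compound wells on plate and 100% = full blocker control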
NR1D1 modulator: modulates human Rev-erb alpha binding to DNA; Rev-erbα–FITC-DNA binding, fluorescence polarization, 90 min; activity, % at 10 µM; actives 0.79% (n = 370,000);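 active = activity above about 14%, limit read from the data; passing the limit was not always enough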;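 also: 0% = DMSO wells with 35 nM protein and 100% = DMSO wells with 750 nM protein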
ADAM17 inh: inhibits human ADAM17; recombinant ADAM17, EDANS/DABCYL FRET peptide cleavage; P78536; actives 0.83% (n = 370,000); inhibition, % at 6.95 µM;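 active = inhibition above the mean of compounds lying between control limits plus 3 SD, set per campaign, cut at about 8.5% in these data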;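 also: 0% = DMSO-only wells as the low control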
Target sequence (P78536 215-824 limits assumed): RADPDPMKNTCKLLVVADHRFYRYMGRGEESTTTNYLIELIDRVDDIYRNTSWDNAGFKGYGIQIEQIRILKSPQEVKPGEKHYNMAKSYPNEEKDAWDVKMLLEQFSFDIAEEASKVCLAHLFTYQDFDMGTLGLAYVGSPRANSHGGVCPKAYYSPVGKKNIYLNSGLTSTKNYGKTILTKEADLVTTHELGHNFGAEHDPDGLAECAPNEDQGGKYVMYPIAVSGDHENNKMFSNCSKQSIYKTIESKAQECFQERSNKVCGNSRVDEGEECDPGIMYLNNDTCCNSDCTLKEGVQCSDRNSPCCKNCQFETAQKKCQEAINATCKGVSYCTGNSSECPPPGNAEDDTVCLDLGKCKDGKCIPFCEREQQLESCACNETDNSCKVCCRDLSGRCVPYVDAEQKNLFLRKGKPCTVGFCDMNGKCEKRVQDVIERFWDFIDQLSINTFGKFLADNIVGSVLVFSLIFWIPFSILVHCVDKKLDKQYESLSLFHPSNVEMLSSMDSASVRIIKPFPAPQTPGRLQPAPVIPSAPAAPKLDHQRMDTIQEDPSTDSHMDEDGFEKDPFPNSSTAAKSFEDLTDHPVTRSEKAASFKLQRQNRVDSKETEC
PLCg1 inh: PLC-gamma1 (human) inhibition, primary screen | P19174 | purified PLC-gamma1, fluorogenic substrate, fluorescence | inhibition, % at 12.2 µM | actives 0.84% (n = 370,000) | AID 720700; in the data active = inhibition above about 9.5%
Starred values were filed as active, the others as inactive; . = not tested or not shown.

Structure	ssDAF-12 act	DAX1 inh-1	hgDAF-12 ag	MBD2 inh	DAX1 inh-2	SMARCA2 act	hcDAF12 agonist	PLCb3 inh	NR1D1 modulator	ADAM17 inh	PLCg1 inh
CCCSc1nc(C)cc(C)c1S(C)(=O)=O	-0.4	1.0	-1.3	4	0.1	-2	-1.4	0	-5	-4	6
C[C@@H]1C(c2ccc(F)cc2)=NN(c2ccccc2)[C@H]1C(=O)N1CCOC1=O	-0.6	-0.6	-0.5	7	1.0	-4	0.8	-42	-2	-12	-24
CCCn1c(SCC(=O)Nc2ccccc2C(=O)OC)nc2c1c(=O)n(C)c(=O)n2C	-0.6	0.2	0.5	3	0.1	-3	0.1	4	4	1	4
Cn1c(CNc2nc(-c3ccccc3)cs2)nnc1SCC(=O)N1CCc2ccccc21	-1.4	-0.1	-1.4	2	-1.5	2	-1.2	6	2	7	5
Cc1ccc(-c2nnn(CC(=O)N(Cc3ccco3)C(C(=O)NC(C)(C)C)c3cccs3)n2)o1 (stereo not drawn)	-1.5	-0.1	-3.2	4	0.3	-1	-1.0	3	-6	2	0
COc1cc(/C=N/N=C(\N)c2nonc2N)ccc1O	-0.7	2.4	8.4	5	1.7	2	0.0	1	-3	2	3
CCOc1ccc(-n2c(SCC(=O)Nc3ccc(OC)cc3OC)nc3c(c2=O)SCC3)cc1	-1.3	0.8	1.0	1	-0.2	2	-0.5	5	1	0	5
O=C(c1ccccc1)N1CCn2c(nc3ccccc32)C1	-0.9	0.6	-1.5	-4	0.1	2	-1.7	-5	-1	-2	-2
COc1ccc(S(=O)(=O)N2N=C(C)Oc3ccccc3C2=O)cc1	-1.4	-2.0	-0.6	1	-2.1	-2	-0.7	-1	-1	1	-2
O=C(NCC1COc2ccccc2O1)c1ccc(Br)s1 (stereo not drawn)	-1.0	1.2	5.1	0	0.0	2	1.3	-2	0	5	6
C=CCNC(=O)/C(C#N)=C/c1ccccc1[N+](=O)[O-]	-0.2	-0.7	-2.1	3	-0.7	-3	0.5	-8	-1	-8	-4
O=C(N/N=C/c1cn(Cc2cccc(F)c2)c2ccccc12)c1cc(O)cc(O)c1	-1.1	0.0	2.4	27*	0.1	-1	-0.3	-129	-27	-2	-71
Cn1c(=O)n(C)c2cc(NC(=O)COc3ccc(Cl)cc3)ccc21	-1.8	-0.6	-0.2	-1	0.5	-5	-2.2	-3	-5	-4	0
CC(NC(=O)CCc1nc2cc(S(=O)(=O)N3CCOCC3)ccc2n1C)c1ccc(S(N)(=O)=O)cc1 (stereo not drawn)	-1.1	0.8	1.6	-3	-1.1	-3	-0.8	-6	-3	-7	-1
C=CCNC(=O)/C(C#N)=C/c1ccc(OS(=O)(=O)c2ccc(C)cc2)c(OC)c1	-2.1	-0.7	-0.6	-6	-0.5	0	-2.5	3	3	5	-2
Cc1ccccc1C(=O)NC(=S)N(Cc1ccccc1)c1ccccn1	-1.1	0.7	0.1	-4	1.3	2	1.3	-9	4	-8	-2
CCN(CC)Cc1ccccc1Sc1ccccc1	-0.8	-0.4	2.4	1	-0.1	0	-1.1	-3	-2	2	0
CCOc1cc(NC(=O)c2cccs2)c(OCC)cc1NC(=O)CCC(=O)NCc1ccccn1	-1.5	.	1.3	-2	1.1	-2	-0.2	-4	0	0	2
CC1(C)CC(=O)C=C(N=CC2=C(O)CC(C)(C)CC2=O)C1	-1.6	0.0	-2.2	-7	0.4	1	0.8	0	4	0	-3
Cc1ccc(S(=O)(=O)Nc2ccncc2)c(C)c1N(C)S(=O)(=O)c1ccc(Cl)cc1	-0.6	0.5	-0.9	4	0.1	-5	-3.2	3	4	-2	-1
COc1ccc(-n2c(SCC(=O)NNC(=S)Nc3ccc(C)cc3)nnc2-c2ccccc2)cc1	-1.9	.	-1.9	-2	-2.1	-1	0.7	-1	-3	2	0
COc1cccc(OC2OC3COC(C)(C)OC3C(O)C2NC(C)=O)c1 (stereo not drawn)	-1.4	3.6	-0.4	-6	0.0	-2	0.9	-4	2	-2	1
CC1CCN(S(=O)(=O)c2ccc(C(=O)NCc3cccnc3)cc2)CC1	-0.3	0.2	3.9	-1	1.5	-5	0.6	-1	0	2	1
Cc1[nH]c2ccccc2c1C(=O)c1cc([C@H](NC(=O)OC(C)(C)C)C(C)C)sc1N	-0.1	.	-2.6	8	-0.3	-4	0.5	-42	9	1	-23
O=C(COC(=O)Cc1c(F)cccc1Cl)Nc1nnc(-c2ccccc2)o1	-1.1	-0.6	0.9	1	-0.8	-1	-1.3	-7	0	-2	-2
CN(C)c1cccc(NC2=CC(=[N+]3CCOCC3)CC(C)(C)C2)c1	-0.7	0.3	0.9	-5	-0.3	-2	-2.0	-2	1	2	-1
COc1ccc(CNC(=O)c2ccc[nH]2)cc1Cl	-1.2	-1.3	1.2	0	-0.9	1	0.5	-1	8	0	-1
COC(=O)c1ccccc1S(=O)(=O)N1CCC(C(=O)OC(C)C(=O)Nc2ccc(NC(C)=O)cc2)CC1 (stereo not drawn)	-1.0	0.7	-1.4	-3	-0.1	4	0.2	-2	0	-5	3
CCN(CC)C(=O)c1sc2nc(-c3ccccn3)[nH]c(=O)c2c1C	-1.1	3.1	-1.4	-1	-1.0	-1	-0.1	-70	-2	-120	-47
CCOC(=O)NNC(=S)Nc1c(C)n(C)n(-c2ccccc2)c1=O	-0.9	1.0	2.9	0	-0.3	-2	-0.7	-5	6	-6	2
O=C(CSc1nc(COc2ccccc2)nc2ccccc12)NC1CCCC1	-1.4	-0.4	2.0	4	-0.4	-1	-0.2	2	2	0	4
NC(=O)c1ccc(-c2csnn2)cc1	-0.9	.	1.0	-4	0.3	-1	-1.8	-6	1	-4	1
COc1cccc(NC2=Nc3cccc4cccc2c34)c1	-1.2	-0.3	3.5	-2	0.0	-3	0.8	-62	3	-1	-63
CN(C1CCCCC1)S(=O)(=O)c1ccc(C(=O)Nc2sc3c(c2C(N)=O)CC(C)(C)NC3(C)C)cc1	-1.3	0.5	3.1	0	0.1	-2	-1.2	-249	8	-39	-161
O=C(c1cccc(S(=O)(=O)N2CCCC2)c1)N1CCN(c2ncccn2)CC1	-1.0	1.4	-1.4	-4	0.5	0	-1.3	9	-4	0	3
CN1CCN(C(=O)CNC(=O)Cc2ccc(Cl)cc2)CC1	0.1	-0.1	0.5	-4	-0.1	-3	-0.3	-4	0	2	0
Cc1cc(Cl)c(S(=O)(=O)N2CCN(c3ccccc3)CC2)cc1OCC(N)=O	-1.4	-1.1	-2.5	-5	-0.8	-2	-2.1	-1	0	1	4
O=C(CN1CCCC1)Nc1ccccc1Cl	-1.0	1.3	-0.1	-3	0.0	-4	1.1	2	-5	2	2
CC(O)CNc1cnccn1 (stereo not drawn)	-0.7	0.7	2.9	3	0.2	-6	-0.7	-39	2	-56	-40
CCC(Sc1nc2ncccc2[nH]1)C(=O)N1CCOCC1 (stereo not drawn)	-1.6	0.3	-0.4	3	2.4	7	-2.1	6	3	-1	3
O=C1c2ccsc2SCCN1Cc1ccc(Cl)cc1Cl	-1.5	-0.6	-1.7	-5	-0.6	-1	0.0	0	6	-2	3
O=C(COC(=O)c1cc([N+](=O)[O-])ccc1NCc1ccccc1)NC1CCCc2ccccc21 (stereo not drawn)	0.3	-0.2	-1.6	0	-0.2	0	0.1	-1	-4	-4	0
CC(=O)Nc1cccc(C(=O)OCC(=O)NC2CCCCCCC2)c1	-1.7	-0.5	2.2	2	0.4	-1	-1.6	-8	1	-4	3
CCNc1nc(=S)nc(NCc2ccccc2)[nH]1	-1.3	.	-2.3	-4	0.3	1	-0.1	-3	-1	0	0
O=C(Cn1cc([N+](=O)[O-])ccc1=O)NCC1COc2ccccc2O1 (stereo not drawn)	-1.2	0.7	1.9	-3	1.1	3	-0.9	-5	-2	2	2
Cc1noc(C)c1COc1ccc(C(=O)OC(C)C(=O)Nc2ccc(S(=O)(=O)N3CCOCC3)cc2)cc1 (stereo not drawn)	-0.4	1.1	0.5	5	0.3	-3	-1.2	2	9	-2	-2
Cc1ccc(NC(=O)c2ncn(CCCNCC(C)c3ccccc3)n2)cc1C (stereo not drawn)	-0.7	-1.1	3.0	1	3.1	-5	1.0	1	4	-3	0
Cc1cc(C)nc(NC(=O)c2c(-c3ccccc3Cl)noc2C)n1	-1.0	0.2	-0.1	2	-0.2	-1	0.4	-1	0	0	-44
COc1ccc(CCC(=O)NCC(c2ccco2)N2CCc3ccccc32)cc1 (stereo not drawn)	-1.0	2.0	-0.5	1	-0.1	-1	-2.1	2	2	0	-4
Cc1cccn2c(=O)c3cc(C(=O)N4CCN(Cc5ccccc5)CC4)sc3nc12	-0.9	-0.9	2.1	-6	-0.6	-1	3.7	-409	1	-383	-308

Next part; the last 2 above are carried over.
Structure	ssDAF-12 act	DAX1 inh-1	hgDAF-12 ag	MBD2 inh	DAX1 inh-2	SMARCA2 act	hcDAF12 agonist	PLCb3 inh	NR1D1 modulator	ADAM17 inh	PLCg1 inh
COc1ccc(CCC(=O)NCC(c2ccco2)N2CCc3ccccc32)cc1 (stereo not drawn)	-1.0	2.0	-0.5	1	-0.1	-1	-2.1	2	2	0	-4
Cc1cccn2c(=O)c3cc(C(=O)N4CCN(Cc5ccccc5)CC4)sc3nc12	-0.9	-0.9	2.1	-6	-0.6	-1	3.7	-409	1	-383	-308
CCc1nc2ccc(C(=O)NCCOc3ccc(OC)cc3)cn2c1N(C=O)Cc1ccc(OC)cc1	-1.8	.	-3.0	3	0.7	-5	-1.1	-8	-6	-5	-4
O=C(NC1CCCC1)C(c1ccccc1)N(Cc1ccc(F)cc1)C(=O)c1csnn1 (stereo not drawn)	-1.2	-1.8	0.5	0	-0.2	0	0.6	-2	-2	0	-1
CCC(C)C(NS(=O)(=O)c1ccc(C)cc1)C(=O)NCCCN1CCOCC1 (stereo not drawn)	-0.6	0.2	1.2	-6	-1.6	0	-1.2	-7	1	0	-1
O=C1c2ccc(-c3ccc(F)cc3OCc3ccccc3)cc2S(=O)(=O)c2cccc(C(=O)N3CCN(c4ncc(Br)cn4)CC3)c21	-1.6	1.3	-0.1	3	-0.1	0	-0.5	-15	75*	-1	-10
COc1ccc(NC(=S)N(CCO)Cc2cc3c(C)cc(C)cc3[nH]c2=O)cc1	-1.5	2.5	0.0	-1	0.5	-4	-2.1	-10	-2	-8	0
O=[N+]([O-])c1ccc(N2CCN(CCOCCO)CC2)c([N+](=O)[O-])c1	-1.5	-1.1	0.8	-10	-0.4	-2	-1.1	-3	1	-2	8
CCC1=NC(c2ccccc2Cl)N(O)C1(C)C (stereo not drawn)	-1.5	1.5	-1.2	-6	-0.4	1	1.1	3	0	0	0
CC1(NC(=O)CCc2nc3ccccc3c(=O)[nH]2)CCS(=O)(=O)C1 (stereo not drawn)	-0.8	-0.2	0.2	6	0.2	-1	1.4	-6	1	-2	-2
COCc1c(C(=O)N/N=C\c2cccs2)nnn1-c1nonc1N	-0.9	-0.4	0.4	3	-0.1	-3	-2.0	0	2	0	1

An unsorted share of the library; overall some 7.4% were active at least once.
